Screening results deposited in PubChem BioAssay by several laboratories.
BoNT A protease = BoNT/A light chain protease inhibitors, primary screen, biochemical, flow cytometry, MLPCN library | hit rate 0.17% among 360,000 | inhibition, % at 10 µM | multiplex microsphere protease substrate cleavage | Botulinum neurotoxin type A light chain protease (Clostridium botulinum A str. ATCC 3502); also: plate controls were buffer without enzyme for full effect and enzyme alone for no effect
Y pestis TopoI = Yersinia pestis topoisomerase I inhibitors, primary screen, biochemical, cleavage product accumulation, plate reader, single point; DNA topoisomerase I (Yersinia pestis CO92); Y. pestis Topo-I cleavage product accumulation; activity, % at 10 µM; hit rate 0.064% among 360,000; in the data active = activity above about 50%, passing the limit was not always enough; inconclusive = no clear call, values can overlap the other calls; also: inactives centre near 2
TcdB inh = TcdB glycohydrolase inhibitors, primary screen, biochemical, single point, plate reader. Toxin B (Clostridioides difficile), P18177. TcdB glycohydrolase enzymatic assay. inhibition, % at 9.99 µM. hit rate 0.24% among 350,000; in the data active = inhibition above about 10%
3CLpro inhibitor = SARS-CoV 3CLpro protease inhibitors, primary screen, biochemical, quenched FRET | recombinant SARS-CoV 3CLpro, quenched FRET peptide cleavage | inhibition, % at 6 µM | hit rate 0.14% among 290,000; in the data active = inhibition above about 12%
Anthrax LF inh2 = Bacillus anthracis LF protease inhibitors, primary screen, biochemical, multiplex microsphere, MLPCN library; multiplex microsphere protease cleavage assay; inhibition, % at 10 µM; hit rate 0.12% among 360,000; Lethal factor (Bacillus anthracis), P15917; AID 588501, 2011; also: plate controls were buffer without enzyme for full effect and enzyme alone for no effect
CCHFV vOTU inh = CCHFV vOTU protease inhibitors, primary screen, biochemical, Pep-AMC substrate, fluorescence. inhibition, % at 11.5 µM. Crimean-Congo hemorrhagic fever virus L polyprotein viral ovarian tumor (vOTU) protease …. hit rate 0.55% among 370,000; in the data active = inhibition above about 30%; also: 0% = vehicle wells with enzyme and 100% = no enzyme wells
PfHsp40 yeast = rescue of yeast from PfHsp40 toxicity, primary screen, S. cerevisiae, ATP luminescence; S. cerevisiae expressing PfHsp40, growth rescue; growth rescue, % at 12.5 µM; hit rate 0.68% among 340,000; AID 504582, 2011; in the data active = growth rescue above about 28%, passing the limit was not always enough; inconclusive = no clear call, values can overlap the other calls;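 also: yeast W303a lacking pdr1 and pdr3 grown in galactose medium; growth measured after three days at 30 °C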
VHR inh abs = VHR1 phosphatase inhibitors, primary screen, biochemical, absorbance, uHTS | Dual specificity protein phosphatase 3 (Homo sapiens), P51452 | recombinant VHR phosphatase, pNPP absorbance | inhibition, % at 13.3 µM | hit rate 0.52% among 290,000 | AID 1654, 2009; in the data active = inhibition above about 50%; also: some compounds called inactive have numbers as strong as hits
SSB-PriA inh = inhibitors of Klebsiella pneumoniae PriA binding to SSB C-terminal tail, primary screen, biochemical, AlphaScreen. inhibition, % at 33 µM. AlphaScreen SSBct-PriA binding, biotinylated peptide. hit rate 0.6% among 430,000. PriA–SSB C-terminal tail interaction (Klebsiella pneumoniae); in the data active = inhibition mostly above about 37%, no sharp cut-off; inactive = mostly below about 20%;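 also: plate controls were negative control peptide for no effect and reference peptide for full effect; strong numbers were not always called active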
Vc quorum ag = inducers of Vibrio cholerae quorum light production without autoinducers, primary screen, BH1578 luxS cqsA deficient, single point; V. cholerae BH1578 lux reporter, luminescence, 6 h; activation, % at 18.7 µM; hit rate 0.16% among 350,000; AID 588436, 2011; in the data active = activation mostly above about 9.7%, no sharp cut-off; inconclusive = no clear call, values can overlap the other calls; inactive = mostly below about 3.7%; also: not every result past the cut was called active; inactives centre near 0; reference of the scale not given here
An asterisk follows results filed as active; i = inactive; ? = inconclusive; · = no result given; & = joins results of further samples. Rule as the data show it, unless noted: active = inhibition above about 30%; inconclusive = no clear call, values can overlap the other calls; inactive = below that. Not all compounds are listed (hit frequency here may not be typical).

Values run as follows: BoNT A protease, Y pestis TopoI, TcdB inh, 3CLpro inhibitor, Anthrax LF inh2, CCHFV vOTU inh, PfHsp40 yeast, VHR inh abs, SSB-PriA inh, Vc quorum ag
CC(C)CC(=O)NC(=S)Nc1ccccc1N1CCCC1
 : -1.1, 3, -0.4, -1, -3, 31*, 0.8, -6, -5, -0.4
C[C@]12CCC(=O)C(O)=C1CC[C@@H]1[C@@H]2CC[C@]2(C)C(=O)CC[C@@H]12
 : 0.3, 4, 1.2, 1, 12, 8, 0.2, -15, -2, i
C=CCNC(=O)c1c(-c2c(F)cccc2Cl)noc1C
 : -0.9, -12, ·, -1, -1, ·, -0.7, -11, -6&0, 2.0
C[C@]12C(=O)N(c3ccc(Cl)cc3)C(=O)N1[C@H]1c3ccccc3OC[C@@H]1[C@H]2c1ccccc1
 : 0.4, 0, ·, 3, -2, ·, -0.5, 9, -13, -0.4
O=C(c1cc2ccccc2o1)N1CCN(c2ncccn2)CC1
 : 0.9, 11, 1.3, ·, 3, 8, -1.8, ·, 4, 0.4
O=C(Cn1ccc(C(F)(F)F)n1)N/N=C/c1cccs1
 : 1.9, 3, ·, 5, -1, -11, -0.4, 3, ·, -0.2
CN1CCN(C(=O)COc2ccc(S(=O)(=O)NCc3ccccc3)cc2Cl)CC1
 : 0.2, -11, ·, 2, -7, -22, 5.3, 23, 10, i
O=C(CN1C(=O)CN=C(c2ccccc2)c2ccccc21)NCc1ccco1
 : -0.1, 1, ·, -2, -7, 0, -0.2, 2, 13, -6.7
O=S1(=O)CCN(Cc2ccncc2)CC1
 : -0.5, 1, 1.8, ·, -10, 9, ·, ·, ·, 5.9
CC1CCCCN1S(=O)(=O)c1ccc(S(=O)(=O)N2CCN(c3ccccc3)CC2)cc1 (stereo unspecified)
 : -0.1, 1, ·, -3, -2, -1, -1.1, -36, -7, ·
Cc1ccc(C)c(OCCC(=O)NNC(=O)c2ccccc2)c1
 : 0.3, 13, 1.3, ·, -4, 6, -1.9, ·, -6, i
C=CCNC(=S)Nc1ccc(C(N)=O)cc1
 : -1.9, -9, -8.9, -4, 4, 10, ·, 18, -7, -0.4
O=C(Nc1ccc(F)cc1)c1ccccc1NC(=O)C1CC=CCC1C(=O)O (stereo unspecified)
 : -2.0, -1, 0.0, 2, -6, -2, 0.4, -2, -8, -0.4
COc1cc(-c2nnc(SCc3c(F)cccc3Cl)o2)cc(OC)c1OC
 : 0.1, -6, ·, -1, -7, ·, 3.1, -1, -29, i
Cc1cc(NC(=O)c2cccnc2)ccc1NC(=O)c1ccco1
 : -0.5, 4, 1.8, 5, -2, -2, 0.8, 3, -21, i
O=C1C(=O)N(CCN2CCOCC2)C(c2ccc(F)cc2)/C1=C(/O)c1ccc(S(=O)(=O)N2CCOCC2)cc1 (stereo unspecified)
 : -1.0, 2, -0.3, -11, -3, 16, 2.0, 8, ·, -0.6
COc1ccc([N+](=O)[O-])cc1NC(=O)C1CCCO1 (stereo unspecified)
 : -0.2, -3, ·, -2, 1, 9, -0.9, 11, -1, -0.2
Cc1nn(-c2ccc(N3CCOCC3)nn2)c(C)c1CCC(=O)NCc1ccc(F)cc1
 : 1.0, 2, 1.1, 2, 0, -9, 1.8, -2, -13, -0.1
CCCCNC(=O)C1(C)CCCCN1Cc1ccc(OCc2ccccc2)cc1 (stereo unspecified)
 : -0.2, 30, 1.2, ·, -8, 14, ·, ·, ·, -1.2
Cc1ccc2ccccc2c1COC(=O)c1nonc1N
 : -0.3, 21, 0.9, -3, -5, 2, -0.4, 0, -25, -2.5
Cn1cccc1C(C(=O)NC1CCCCC1)N(C(=O)Cc1cccs1)c1ccc2c(c1)OCO2 (stereo unspecified)
 : 0.1, 5, ·, 1, -1, 17, -0.4, -21, -3, i
CCNc1nc(SCCOc2ccc(Cl)cc2Cl)nc(N(C)C)n1
 : -0.4, 18, -0.1, 2, -2, -19, -1.5, 18, -8, -0.2
CS(=O)(=O)c1nc(S(=O)(=O)c2ccc(Cl)cc2)c(N2CCC(C(N)=O)CC2)s1
 : -1.1, 9, -0.8, 7, -5, 10, -0.4, -5, -5, -0.5
CC1(C)CC2CC(C)(CN2C(=O)COc2cccc3ccccc23)C1 (stereo unspecified)
 : -0.2, 10, ·, 0, -5, 11, 0.2, 23, -9, i
C=CCC1NS(=O)(=O)OCC1NC(=O)OCC(Cl)(Cl)Cl (stereo unspecified)
 : 0.0, 1, 0.8, -4, -2, 5, -1.5, 17, -12, i
Oc1ccc(N=C/C=C/c2cccc(Br)c2)cc1-c1nc2ccccc2s1
 : 4.4, -5, ·, 9, -1, ·, 1.6, 7, -1, i
COc1cc2c(cc1C1NC(=S)NC(C)=C1C(=O)N(C)C)CCCC2 (stereo unspecified)
 : -0.3, -1, 0.4, -6, 0, -21, -1.0, -6, 1, -1.1
Cc1ccc(-n2c3c(cc(C(=O)NCc4ccco4)c2=O)C(=O)CC(C)(C)C3)cc1
 : 0.5, 20, ·, -5, 0, -2, -0.1, -13, -1, -0.2
CO[C@@H]1C=CC23c4cc5c(cc4CO[C@]2(O)CN(C)[C@H]3C1)OCO5 (stereo partly specified)
 : 0.8, ?, 0.7, ·, -4, 8, -1.0, ·, -5, i
CCc1ccc(OCC(=O)Nc2ccc3c(c2)COC3=O)cc1
 : 1.7, 4, ·, 2, 3, -12, 0.2, 21, -13, i
Cc1ccc(CNC(=O)CSc2nc(=O)n3cccc(C)c3n2)cc1
 : 2.3, -3, -1.4, ·, 0, -5, -0.9, ·, -7, -5.6
Cc1cc(C)cc(N(CCC#N)C(=O)CSc2n[nH]c(N)n2)c1
 : -5.4, -1, 1.1, ·, -10, -5, -0.1, ·, -28, -1.4
O=C(CCCN1C(=O)/C(=C/c2ccccc2)SC1=S)Nc1ccc(O)cc1
 : 0.4, -12, 0.6, 2, -1, 0, -1.0, -3, -2, ·
CCOC(=O)N1CCN(C(=O)C2COc3ccccc3O2)CC1 (stereo unspecified)
 : 1.1, 9, ·, 0, 12, -1, -0.1, 15, -7, i
CCOc1ccccc1-n1c(SCC(=O)NC)nnc1-c1ccco1
 : -5.6, 1, 2.3, -3, -6, -12, 0.4, 4, -19, -0.7
COc1ccc2c(c1)OC[C@H]1[C@H]2N2C(=O)CN(Cc3ccc(C)cc3)C(=O)[C@@]2(C)[C@H]1c1ccccc1
 : -0.2, 25, 0.8, ·, -2, 5, 3.0, ·, -3, i
COc1ccc(N2C(=O)CCC(C(=O)NCc3cccnc3)C2c2ccc(OC)c(OC)c2)cc1 (stereo unspecified)
 : 0.4, -1, ·, 0, -7, -13, -0.9, 33, -2, 3.2
O=C(OCC(=O)N1CCOCC1)c1ccc(Cl)cc1[N+](=O)[O-]
 : 2.2, 1, 0.5, 5, 1, 1, -0.7, -12, -2, -0.3
Cc1nnc(SCCOc2ccccc2)s1
 : 0.4, 6, 1.0, 1, -2, -5, -2.1, 5, -7, -0.2
Cc1cc(C)n(CCOc2ccc(Br)cc2)n1
 : 1.0, 11, -0.8, 0, -3, -12, -2.2, 18, -8, -2.4
Cc1cc(C)c(S(=O)(=O)c2ccc(F)cc2C)c(=O)[nH]1
 : 1.4, 5, 1.1, -2, -2, -8, -1.5, -16, 0, -0.2
COC(=O)c1ccc2nc(-c3cccc(Br)c3)c(Cc3cccc(F)c3)n2c1
 : 0.6, ·, -1.4, ·, 4, 5, ·, ·, ·, ·
CCCc1nnc(SCc2ccc(OCC)cc2)n1N
 : 0.1, 0, ·, -1, 3, -2, -1.4, -10, -14, i
COc1ccc(C)cc1-n1nnnc1SCC(=O)NC1CCCC1
 : ·, 11, 1.3, ·, ·, 0, 0.4, ·, 0, -0.7
COc1ccccc1CNC(=O)COC(=O)/C=C/c1ccc2ccccc2n1
 : 0.9, 8, 0.4, ·, 1, 0, -0.6, ·, -1, -1.3
COC(CNC(=O)c1ccc(N2CCCC2=O)cc1)OC
 : 0.0, -7, ·, -2, -4, -5, -1.0, -10, 0, -0.4
CC1=CC(C/C(C)=C/COc2ccc3ccc(=O)oc3c2)OC1=O (stereo unspecified)
 : -1.1, 7, -4.7, ·, -2, -37, 0.6, 10, -18, -0.6
CC1CCC(NC(=O)C2CCN(c3nc4ccccc4s3)CC2)CC1 (stereo unspecified)
 : 0.2, 8, 1.4, 1, 11, 18, -1.0, 2, -13, -0.1
CC1(C(=O)Nc2cnc3ccccc3c2)CCN1C(=O)CCc1ccccc1 (stereo unspecified)
 : -0.5, 31, 0.9, ·, -5, -1, ·, ·, ·, i
COC(=O)CSc1nnc(CNc2ccc(Cl)cc2)n1Cc1ccccc1
 : -0.9, 12, ·, 2, -6, -4, 2.5, 10, 5, -1.2

In the list so far, these contain a thiophene ring, fused or not:
Values run as follows: BoNT A protease, Y pestis TopoI, TcdB inh, 3CLpro inhibitor, Anthrax LF inh2, CCHFV vOTU inh, PfHsp40 yeast, VHR inh abs, SSB-PriA inh, Vc quorum ag
O=C(Cn1ccc(C(F)(F)F)n1)N/N=C/c1cccs1
 : 1.9, 3, ·, 5, -1, -11, -0.4, 3, ·, -0.2
Cn1cccc1C(C(=O)NC1CCCCC1)N(C(=O)Cc1cccs1)c1ccc2c(c1)OCO2 (stereo unspecified)
 : 0.1, 5, ·, 1, -1, 17, -0.4, -21, -3, i

(listing goes on)
Values run as follows: BoNT A protease, Y pestis TopoI, TcdB inh, 3CLpro inhibitor, Anthrax LF inh2, CCHFV vOTU inh, PfHsp40 yeast, VHR inh abs, SSB-PriA inh, Vc quorum ag
Cc1ccc(C(=O)Nc2cnc3ccccn3c2=O)cc1
 : -2.0, 12, ·, 0, -1, 10, -1.4, -4, -21, -0.2
CCOC(=O)c1sc(/N=C/c2c(O)ccc3ccccc23)cc1C
 : 0.4, -3, 0.1, -2, -1, 11, -1.5, -26, ·, -0.4
CCCNC(=O)c1cc(C2CCCCN2S(=O)(=O)c2ccccc2)on1 (stereo unspecified)
 : 0.5, 7, 0.4, ·, 2, 8, ·, ·, ·, -0.4
COc1cc(/C=C/C(=O)O)cc(S(=O)(=O)Nc2ccc(S(=O)(=O)N3CCCCC3)cc2)c1OC
 : 0.1, -4, 0.7, ·, -4, 1, -1.1, ·, 2, i
CCN(CC)c1c(C)nc2ccc(C(=O)Nc3cc(-c4ccccc4)ccc3OC)cn12
 : 0.0, -1, 1.1, ·, -12, 7, ·, ·, ·, i
CC1(C(=O)OCC(=O)NCc2ccc(Cl)cc2)CC1(Cl)Cl (stereo unspecified)
 : -0.2, 14, 1.0, ·, -3, -2, 1.3, ·, -12, i
Cc1ccc(-c2cc(C(=O)N3CCN(c4ccc(O)cc4)CC3)c3ccccc3n2)cc1
 : -0.6, 24, 0.4, ·, -3, -2, 2.5, ·, 12, 1.1

Results in SSB-PriA inh, 3CLpro inhibitor and Anthrax LF inh2, for some of the entries so far:
| Molecule | SSB-PriA inh | 3CLpro inhibitor | Anthrax LF inh2 |
| --- | --- | --- | --- |
| CCOC(=O)c1sc(/N=C/c2c(O)ccc3ccccc23)cc1C | · | -2 | -1 |
| COc1cc(/C=C/C(=O)O)cc(S(=O)(=O)Nc2ccc(S(=O)(=O)N3CCCCC3)cc2)c1OC | 2 | · | -4 |
| CCN(CC)c1c(C)nc2ccc(C(=O)Nc3cc(-c4ccccc4)ccc3OC)cn12 | · | · | -12 |
